DAX1 inh-1 = inhibits human nuclear receptor DAX1. P51843. HEK293 Gal4-DAX1 luciferase reporter, luminescence. inhibition, % at 6.75 µM. 340,000 compounds, 0.99% hits. AID 504766;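 active = inhibition above the mean over all tested compounds plus 3 SD, cut at about 4.2% in these data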;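 also: 0% = DAX1-transfected cells with DMSO and 100% = empty-vector control cells with DMSO; inhibition shows as a rise in luminescence from relieved DAX1 repression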
Target sequence (P51843 207-470 limits assumed): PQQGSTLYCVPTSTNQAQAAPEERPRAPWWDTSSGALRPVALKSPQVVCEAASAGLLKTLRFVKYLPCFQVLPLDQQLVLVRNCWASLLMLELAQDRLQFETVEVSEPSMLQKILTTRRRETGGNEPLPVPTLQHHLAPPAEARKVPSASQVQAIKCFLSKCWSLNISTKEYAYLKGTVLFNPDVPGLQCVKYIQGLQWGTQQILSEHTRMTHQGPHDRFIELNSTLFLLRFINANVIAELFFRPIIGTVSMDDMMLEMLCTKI
PLCb3 inh = inhibitors of human phospholipase C beta3. Q01970. Purified PLC-beta3, fluorogenic substrate, fluorescence. inhibition, % at 12.2 µM. 370,000 compounds, 0.18% hits. AID 720704; in the data active = inhibition above about 11%;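 also: 0% = median of compound wells on plate and 100% = full blocker control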
SMARCA2 activ = SMARCA2 function activation, primary screen. 370,000 compounds, 1% hits. activation, % at 9.1 µM. MG213 cells, MMTV-luciferase reporter, dexamethasone, overnight. AID 652017; in the data active = activation above about 7.8%;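 also: 0% = vehicle wells and 100% = reference activator wells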
ssDAF-12 act = activates DAF-12 receptor from parasite S. stercoralis; AID 652126; activation, % at 6.8 µM; 370,000 compounds, 1% hits; HEK293 ssDAF-12/GRIP1 lit1-tk-luc reporter, luminescence; % of 3 µM dafachronic acid response;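 active = activation above the mean over all tested compounds plus 3 SD, cut at about 0.9% in these data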;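 also: 0% = DMSO-only wells and 100% = 3 µM delta7-dafachronic acid wells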
hcDAF12 agonist = H. contortus DAF-12 activation, primary screen; activation, % at 6.8 µM; HEK293 hcDAF-12 lit1-tk-luc reporter, luminescence; 0% DMSO, 100% Δ7-dafachronic acid; 370,000 compounds, 1.4% hits;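 active = activation above the mean of all tested compounds plus 3 SD, cut at about 5.5% in these data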;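 also: 100% = response to 3 µM Δ7-dafachronic acid high control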
hgDAF12 agonist = activates the H. glycines DAF-12 receptor ligand-binding domain. 370,000 compounds, 1.8% hits. activation, % at 6.8 µM. HEK293 GAL4-hgDAF12 UAS-luciferase reporter, agonist luminescence; normalized to butyrate control;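 active = activation above a cutoff set at the mean of all screened compounds plus 3 SD, cut at about 10% in these data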;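 also: 0% = DMSO wells and 100% = sodium butyrate wells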
DAX1 inh-2 = blocks DAX1 repression of SF-1 activated StAR promoter. HEK293T StAR-luciferase reporter, SF-1/DAX-1 repression relief. inhibition, % at 6.8 µM. 370,000 compounds, 1.1% hits. AID 652010;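 active = inhibition above the mean over all tested compounds plus 3 SD, cut at about 3.6% in these data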;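 also: 0% = DAX-1 cells with DMSO and 100% = cells lacking DAX-1 with DMSO; higher inhibition means more luminescence from relief of DAX-1 repression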
PG9 Ab binder = binds the HIV-1 gp120 antibody PG9 | TR-FRET gp120-PG9 antibody binding | inhibition, % at 6.7 µM | 360,000 compounds, 0.43% hits; in the data active = inhibition above about 8.5%
HGIII-sPLA2 inh = Inhibits HGIII-sPLA2 liposome hydrolysis, primary screen | QFRET BODIPY PC-A2 liposome hydrolysis, fluorescence | inhibition, % at 12.2 µM | 370,000 compounds, 0.56% hits | AID 743126;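 active = inhibition above mean plus 3 SD of compounds lying within the high and low control bounds, cut at about 19% in these data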;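 also: 0% = median of test compound wells and 100% = no enzyme DMSO wells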
Target sequence (Q9NZ20 whole entry, looked up): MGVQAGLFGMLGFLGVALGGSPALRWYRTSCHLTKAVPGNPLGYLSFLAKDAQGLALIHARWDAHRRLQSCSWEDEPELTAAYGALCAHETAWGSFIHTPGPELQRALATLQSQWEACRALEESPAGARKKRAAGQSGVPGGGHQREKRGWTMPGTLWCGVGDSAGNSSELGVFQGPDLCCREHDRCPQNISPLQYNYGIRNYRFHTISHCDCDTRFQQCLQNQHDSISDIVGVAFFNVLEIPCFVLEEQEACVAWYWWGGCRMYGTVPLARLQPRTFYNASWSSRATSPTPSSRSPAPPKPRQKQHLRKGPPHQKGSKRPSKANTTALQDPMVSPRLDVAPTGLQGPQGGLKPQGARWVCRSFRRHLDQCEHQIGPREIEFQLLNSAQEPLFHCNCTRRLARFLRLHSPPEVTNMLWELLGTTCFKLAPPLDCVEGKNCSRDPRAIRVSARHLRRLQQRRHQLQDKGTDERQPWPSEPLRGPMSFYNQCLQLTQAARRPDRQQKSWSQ
NR1D1 modulator = Rev-erb alpha (human) modulation. Rev-erbα–FITC-DNA binding, fluorescence polarization, 90 min. P20393. AID 1259318. activity, % at 10 µM. 370,000 compounds, 0.79% hits;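 active = activity above about 14%, limit read from the data; passing the limit was not always enough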;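 also: 0% = DMSO wells with 35 nM protein and 100% = DMSO wells with 750 nM protein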
FXN GAA850 act = activators of GAA850 frataxin (FXN) promoter | AID 540364 | HEK293 lucGAA850 FXN promoter luciferase reporter, 24 h; percent of 10 µM SAHA response | 360,000 compounds, 0.56% hits | activation, % at 6 µM;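 active = activation above the average of all compounds screened plus 3 SD, cutoff fixed separately per campaign, cut at about 7.5% in these data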;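 also: 0% = DMSO wells and 100% = 10 µM SAHA wells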
* marks the source's active call; other numbers are inactive results; x = not tested or not shown; & = joins results of further samples.

SMILES	DAX1 inh-1	PLCb3 inh	SMARCA2 activ	ssDAF-12 act	hcDAF12 agonist	hgDAF12 agonist	DAX1 inh-2	PG9 Ab binder	HGIII-sPLA2 inh	NR1D1 modulator	FXN GAA850 act
COc1cc2c(=O)n(CC3CCCO3)c(=O)n(CC(=O)Nc3cccc(Cl)c3)c2cc1OC (stereo unspecified)	0.1	2	-2	-1.0	0.4	-0.2	-0.8	-2.4	-8	-1	-2.0
O=C(COC(=O)/C=C/c1ccc(Br)o1)NCCCN1CCCC1=O	0.2	-4	-3	-1.8	-1.6	-1.9	1.1	1.5	-1	2	0.6
O=S(=O)(Cc1noc(-c2ccc(Cl)cc2)n1)Cc1ccco1	x	-5	2	-1.9	2.0	0.9	0.4	-1.3	-8	-6	3.6
COCCN1C(=O)c2oc3ccccc3c(=O)c2C1c1ccc(OC)c(OC)c1 (stereo unspecified)	2.9	1	-1	-1.3	-0.6	-0.6	-0.4	-2.3	-5	3	-0.7
COc1cc(-c2cc(-c3ccc(N)cc3)[nH]c(=O)c2C#N)cc(OC)c1OC	0.2	-322	-2	-1.6	0.5	-2.1	-0.2	-0.8	6	25*	2.8
Cc1oc(-c2ccccc2Cl)nc1CSCC(=O)O	-0.3	1	-2	-1.4	-0.7	-0.5	-0.7	1.9	3	-1	0.9
O=C(COC(=O)CNC(=O)c1ccc(Cl)cc1)NC1CCCCCC1	-0.5	-6	-3	-1.1	0.6	0.9	-0.3	1.5	2	-1	-0.1
O=C(Cn1c2[n+](c3ccc(C(F)(F)F)cc31)CCCCC2)c1ccc2c(c1)OCCO2	0.3	-1	1	-1.0	-2.0	-3.7	-0.2	-1.5	-19	0	0.8
Cc1ccc2c(NC(=O)c3ccco3)cccc2n1	0.7	-11	-1	-1.2	-0.6	1.0	-0.8	-1.0	0	-8	1.2
CSCCCNC(=O)c1cn(C(C)c2ccccc2)nn1 (stereo unspecified)	x	0	-5	-0.9	-2.5	-3.3	0.0	x	10	-7	x
O=C(c1cc(-c2cccc(Cl)c2)on1)N1CCN(c2ccccc2)CC1	-0.6	-2	2	-0.7	0.9	-1.2	0.2	0.8	4	4	1.3
CC(C)c1cccc(C(C)C)c1NC(=O)CN1C(=O)NC2(CCCC2)C1=O	-0.6	-4	1	-0.3	0.6	-0.3	-0.2	-0.1	1	-4	0.0
N#CCCN1CCN(S(=O)(=O)c2ccc3c(c2)OCCCO3)CC1	1.2	1	-1	0.1	1.0	1.1	0.3	-0.8	-6	3	-0.6
CCSc1nnc(NC(=O)CCC2CCCCC2)s1	-0.8	-11	-4	-1.6	-1.0	1.8	0.3	0.5	2	0	3.3
O=C(COC(=O)C1CC1)Nc1ccc(N=Nc2ccccc2)cc1	2.1	2	1	0.8	3.9	13*	2.7	-2.1	0	-5	5.6
CCNC(=O)NC(=O)C(C)Sc1nc2ccccc2c(=O)n1-c1cccnc1 (stereo unspecified)	-1.1	-4	2	-1.1	-1.5	0.4	0.0	-0.8	2	4	1.0
Cc1cc(-c2ccc(N3C(=O)CCC3=O)c(C)c2)ccc1N1C(=O)CCC1=O	0.3	4	1	-0.6	-1.7	0.5	1.1	-0.2	3	-4	-1.8
CCc1ccc(N(CC(=O)NC(C)C)C(=O)CCC(=O)Nc2nccs2)cc1	1.9	-3	3	-0.3	-1.4	1.2	0.0	1.4	15	-4	1.5
CCOC(=O)C1CCN(C(=O)Cn2cc3c(n2)CCC(C)C3)CC1 (stereo unspecified)	2.6	6	-1	-0.8	0.1	-0.7	-0.2	0.1	1	1	0.5
Cc1cc(S(=O)(=O)NCCN2CCOCC2)c(C)s1	-0.6	1	1	-1.1	-0.5	0.6	0.4	0.6	-1	-7	1.3
COc1ccc(N(CC(=O)NC2CCCCC2)C(=O)CNC(=O)c2ccco2)cc1	0.6	0	-3	-0.7	-1.1	6.6	0.9	-1.7	0	4	1.5
Nc1ccc(-c2cnc[nH]2)cc1[N+](=O)[O-]	0.1	-8	0	-1.7	0.1	-1.2	0.5	-12	-3	2	1.9
Cc1ccc(N=C(NO)c2cnccc2C(F)(F)F)c(C)c1	-1.2	0	-1	-1.3	-1.4	8.7	-0.6	-0.8	1	8	-1.3
Cc1cccc(NC(=O)Cn2nc(-c3cccs3)ccc2=O)c1C	-1.1	-39	1	-1.5	-0.1	-2.1	0.0	-2.3	-3	3	0.6
CC(C)Cc1ccc(-c2cc(=O)[nH][nH]2)cc1	x	-4	0	-1.3	-0.3	1.9	-0.1	-2.2	-8	-1	1.4
CCN(CC)S(=O)(=O)c1ccc(NS(=O)(=O)c2ccc(C)c(C)c2)cc1	-0.8	1	-1	-1.5	1.9	2.4	-0.6	1.4	-39	0	1.0
COc1ccc(/C=C/C(=O)NC(=S)Nc2cc3oc4ccccc4c3cc2OC)cc1	-1.0	1	0	-1.4	0.3	-0.8	-0.9	-1.9	4	3	2.8
CC(=O)ON=C1C=CC(=C(C#N)c2ccccc2)C=C1	x	-2	-4	-1.2	-0.4	-4.7	-5.8	-0.4	-50	2	x
O/N=C(/CN(O)/C=C1/C=CC=N1)c1cccs1	-0.4	2	1	-0.8	-1.2	1.4	-0.6	-1.8	-7	0	-2.1
COc1ccccc1NC(=O)CN1CCN(CC(=O)Nc2ccc(OCc3ccccc3)cc2)CC1	-0.5	-16	-1	-1.1	-0.4	1.6	-1.4	-1.7	-1	6	-0.4

Single records, from the list above. Screens in order: DAX1 inh-1, PLCb3 inh, SMARCA2 activ, ssDAF-12 act, hcDAF12 agonist, hgDAF12 agonist, DAX1 inh-2, PG9 Ab binder, HGIII-sPLA2 inh, NR1D1 modulator, FXN GAA850 act
`COCCN1C(=O)c2oc3ccccc3c(=O)c2C1c1ccc(OC)c(OC)c1` (stereo unspecified) is entered as 2.9, 1, -1, -1.3, -0.6, -0.6, -0.4, -2.3, -5, 3, -0.7
`CCN(CC)S(=O)(=O)c1ccc(NS(=O)(=O)c2ccc(C)c(C)c2)cc1` is entered as -0.8, 1, -1, -1.5, 1.9, 2.4, -0.6, 1.4, -39, 0, 1.0

New compounds follow.
SMILES	DAX1 inh-1	PLCb3 inh	SMARCA2 activ	ssDAF-12 act	hcDAF12 agonist	hgDAF12 agonist	DAX1 inh-2	PG9 Ab binder	HGIII-sPLA2 inh	NR1D1 modulator	FXN GAA850 act
Cn1c(N)c(C(=O)CSc2ccc3c(c2)OCCO3)c(=O)n(C)c1=O	-0.3	2	2	-1.3	-1.2	-0.2	-0.8	-1.8	0	-1	0.1
O=C(NCc1ccccc1Cl)C1CCN(S(=O)(=O)N2CCCC2)CC1	0.5	-11	-5	-1.0	-1.7	1.3	-0.4	-0.2	7	-7	0.1
Cc1ccccc1OCC(=O)Nc1ccc(S(=O)(=O)N2CCCC2)cc1	0.5	-9	-2	-1.4	-1.4	0.2	-1.9	1.4	-7	3	0.4
CCn1c(SCC(=O)Nc2cc(C)on2)nc2sc(C)c(C)c2c1=O	x	-1	-3	-1.0	0.1	-1.8	-0.2	6.8	0	27*	x
CCCC(=O)N1CCN(c2ccc(NC(=O)c3ccc(Br)o3)cc2)CC1	-0.2	1	-1	-0.9	-1.7	-0.2	-0.3	-1.5	16	0	2.5
CCN1/C(=C/c2ccc3cc(C)cc(C)c3[n+]2CC)Sc2cc(C)ccc21	-7.4	-45	-9	-2.6	-4.4	-10	-4.2	-6.5	13	31*	-8.8
CCOC(=O)Cc1csc(Nc2c(C)n(C)n(-c3ccccc3)c2=O)n1	0.6	-3	-3	-1.6	-1.4	1.2	0.6	-1.2	-3	-1	-0.1
c1ccc2c(c1)NCC1CCCN21 (stereo unspecified)	-0.1	-43	-2	0.0	2.8	-3.6	-0.5	-16	11	-33	-2.5
COc1ccc(Cn2c(-c3ccccc3)nc3c(c(=O)c4ccccc4n3C)c2=O)cc1	0.6	-3	2	-0.9	3.1	-1.6	0.1	2.1	-4	21	0.2
O=C(NC1CCCc2ccccc21)c1cccc(F)c1 (stereo unspecified)	0.0	-6	1	-0.7	0.6	-2.6	-0.3	-1.5	2	-5	1.3
CC(=O)Nc1ccc(Nc2nc(C(F)(F)F)nc3c2nnn3Cc2ccccc2Cl)cc1	-0.6	-42	1	-1.9	-1.4	0.0	0.5	-2.3	-5	-2	0.1
Fc1ccc(-c2nc3ccc(Cl)cn3c2Cc2cccc(Cl)c2)cc1	x	-11	4	-1.0	0.2	2.1	0.0	0.6	-16	8	x
O=C1C(NC(=O)C(F)(F)Br)CCCCN1Cc1cccc(C(F)(F)F)c1 (stereo unspecified)	x	3	-1	-1.6	-2.0	-0.8	-1.2	x	2	1	x
CCN1C(=O)C(CC(=O)NC)N(NC(=O)c2ccccc2)C1=S (stereo unspecified)	-0.8	-1	1	-1.1	3.9	-2.6	0.1	-0.7	1	-7	0.1
COCc1nnc(NC(=O)c2ccc3c(c2)OCO3)s1	0.8	1	5	0.6	4.0	8.1	2.8	-3.3	-1	-1	4.5
Cc1ccc(-n2c(SCC(N)=O)nnc2-c2cnccn2)cc1	x	-17	-2	-1.1	-0.9	1.3	0.4	0.2	0	1	0.9
O=C(C1CCCO1)N1CCN(C(=S)Nc2ccc(F)c(Cl)c2)CC1 (stereo unspecified)	1.1	-1	-2	-0.4	1.1	-1.4	-0.2	0.8	1	2	1.5
Cc1ccc(Nc2cc(C)nc3c(C)cccc23)cc1	-1.2	-10	-3	-1.4	-1.0	1.3	0.3	0.8	12	4	1.0
CCOC(=O)N1CCN(Cc2ccc(F)cc2F)CC1	-0.5	4	0	-1.9	-0.2	-0.3	0.7	-2.0	0	0	-0.1
O=C(/C=C/c1cccc([N+](=O)[O-])c1)Nc1ccc(Cl)cn1	-1.1	2	1	-0.2	-1.3	-3.6	-0.5	1.4	6	1	2.2
COc1cc(C(=O)Nc2ccccc2N2CCOCC2)ccc1OCC(=O)N1CCOCC1	-1.5	-9	-3	-1.3	-0.5	0.9	-0.1	-0.6	9	-3	0.7
CC(=O)Nc1ccc(S(=O)(=O)NNC(=O)c2cccc(Br)c2)cc1	-0.3	-1	-2	-1.4	-1.2	-0.8	-0.2	-3.4	3	-3	2.5
COc1cccc(CNC(=O)CCNC(=O)c2ccco2)c1	2.2	-5	-3	-1.1	0.0	0.0	0.2	0.1	3	-1	-0.6
O=C1c2ccccc2C(=O)N1CCCC(=O)N1CCc2ccccc21	-0.6	1	-1	-1.1	-0.5	-1.2	-0.8	-1.5	0	1	1.5
CNC(=O)CCc1ccc(OC)cc1	-0.2	-3	-3	-1.2	-1.5	0.5	0.1	-1.5	-1	5	1.2
COC(=O)Cc1cc(=O)n2c(nc3ccccc32)[nH]1	0.6	-102	-1	-0.6	1.0	1.6	0.1	-1.0	-5	-1	2.1
CSc1c2c([nH]c(=O)c1C#N)-c1ccccc1CC2	x	-235	0	0.2	0.3	-1.2	1.5	-2.5	-3	3	x
CC1(C)O[C@@H]2CC3C4C[C@H](F)C5=CC(=O)C=CC5(C)C4C(O)CC3(C)[C@]2(C(=O)CO)O1 (stereo partly specified)	2.4	2	-1	-1.3	2.0	-2.7	1.2	-1.5	2	-1&7	2.7
CC1Oc2ccc(C#N)cc2N(Cc2cccc(F)c2)C1=O (stereo unspecified)	x	-4	-3	-1.2	-2.2	2.8	0.5	1.3	8	3	-2.7
CCOC(=O)C1(C(N)=O)OC1(c1ccc(Cl)cc1)c1ccccc1Cl (stereo unspecified)	0.1	0	-2	-0.2	0.1	-0.6	-0.1	1.4	0	5	-2.0

From PubChem
